KDM5B inhibitor: blocks human KDM5B histone demethylase activity | Q9UGL1 | KDM5B demethylase, FDH-coupled NADH fluorescence (FDH is formaldehyde dehydrogenase) | Potency, µM (top dose mostly 57.7 µM), for the others: at the highest dose activity change, negative = inhibition, actives largely listed as inhibitors | 220,000 compounds, 2.6% hits | AID 1347165; active = well fitted inhibition curve with a large enough effect; inconclusive = small, poorly fitted or top-dose-only effect; inactive = no such curve, though single readings can be large or run the other way; also: 0% is about no effect; nearly all actives have a fitted effect of over 70% in size
Target sequence (Q9UGL1 whole entry, looked up): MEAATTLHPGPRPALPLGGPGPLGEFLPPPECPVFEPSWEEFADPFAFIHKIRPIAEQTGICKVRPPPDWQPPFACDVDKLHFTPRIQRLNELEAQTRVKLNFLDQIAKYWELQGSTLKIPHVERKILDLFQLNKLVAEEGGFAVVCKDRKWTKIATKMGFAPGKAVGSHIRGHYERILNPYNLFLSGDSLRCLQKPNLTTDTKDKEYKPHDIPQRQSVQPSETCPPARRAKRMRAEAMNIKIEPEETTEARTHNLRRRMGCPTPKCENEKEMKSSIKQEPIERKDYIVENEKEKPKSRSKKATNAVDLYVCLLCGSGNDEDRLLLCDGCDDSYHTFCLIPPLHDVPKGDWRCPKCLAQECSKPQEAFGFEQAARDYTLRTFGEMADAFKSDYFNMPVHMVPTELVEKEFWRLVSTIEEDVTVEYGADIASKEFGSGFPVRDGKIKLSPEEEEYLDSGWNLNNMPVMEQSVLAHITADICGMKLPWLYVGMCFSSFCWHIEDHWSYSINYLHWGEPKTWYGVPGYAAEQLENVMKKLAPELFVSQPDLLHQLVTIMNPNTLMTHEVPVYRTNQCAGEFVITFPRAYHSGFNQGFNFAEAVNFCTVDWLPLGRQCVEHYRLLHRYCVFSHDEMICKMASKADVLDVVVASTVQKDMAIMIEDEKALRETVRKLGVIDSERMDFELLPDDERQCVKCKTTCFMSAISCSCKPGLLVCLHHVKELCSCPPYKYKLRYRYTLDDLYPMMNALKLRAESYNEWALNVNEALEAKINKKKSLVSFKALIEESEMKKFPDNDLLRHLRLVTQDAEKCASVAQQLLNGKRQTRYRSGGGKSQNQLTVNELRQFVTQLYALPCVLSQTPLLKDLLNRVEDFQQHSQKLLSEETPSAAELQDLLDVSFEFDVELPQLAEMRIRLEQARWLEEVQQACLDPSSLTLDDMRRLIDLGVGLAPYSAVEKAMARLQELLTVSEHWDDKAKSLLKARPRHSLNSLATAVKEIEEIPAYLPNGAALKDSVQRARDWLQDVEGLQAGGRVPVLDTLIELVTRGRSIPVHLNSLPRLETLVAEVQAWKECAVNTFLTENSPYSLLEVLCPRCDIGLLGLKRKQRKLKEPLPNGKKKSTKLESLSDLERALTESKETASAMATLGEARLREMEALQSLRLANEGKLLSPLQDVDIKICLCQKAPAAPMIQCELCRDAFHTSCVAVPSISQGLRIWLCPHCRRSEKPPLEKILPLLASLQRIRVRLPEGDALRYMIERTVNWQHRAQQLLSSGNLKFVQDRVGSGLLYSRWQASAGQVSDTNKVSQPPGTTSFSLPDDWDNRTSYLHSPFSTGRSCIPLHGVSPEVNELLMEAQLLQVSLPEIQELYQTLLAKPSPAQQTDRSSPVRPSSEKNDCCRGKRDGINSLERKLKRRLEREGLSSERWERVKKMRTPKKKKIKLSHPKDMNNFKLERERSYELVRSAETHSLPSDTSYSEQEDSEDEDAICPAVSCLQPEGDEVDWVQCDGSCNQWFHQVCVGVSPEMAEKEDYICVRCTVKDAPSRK
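Inhibition is measured as reduced NADH fluorescence generation from FDH coupling to formaldehyde release. Truncated KDM5BΔAP at 200 nM final acts on H3K4me3 peptide (12.5 µM in substrate mix) in pH 7.5 HEPES buffer with Tween-20, 30 min, room temperature.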
Active calls of the source: *; ? = inconclusive; [ ] = remark or other dose. Potency is read from the fitted curve at half-maximal effect.

canonical_smiles	KDM5B inhibitor
COc1cccc(CN2CCCC(O)(CN3CCSCC3)C2=O)c1 (stereo not drawn)	11%
O=C(NC1CC1)C1CCC(=O)N(CCCc2ccccc2)C1 (stereo not drawn)	-3%
COc1ccc2c(Nc3cc(OC)c(OC)c(OC)c3)c(C#N)cnc2c1	-1%
O=C(c1n[nH]c(=O)c2ccccc12)N1CC2CC(C1)[C@H]1CCCC(=O)N1C2 (stereo partly drawn)	7%
N#C/C(=C/c1c[nH]c2ccccc12)C(=O)N1CCCC1	-6%
CN(C)c1cccc(C(=O)Nc2cccc(-c3nnc4n3CCCC4)c2)c1	-26%
Cn1cc(C(=O)NC2(C)CCS(=O)(=O)C2)c2ccccc21 (stereo not drawn)	1%
CCCCNc1nc2c(c(=O)n(C)c(=O)n2C)n1C	14%

Reformatted: 4 of the compounds above
O=C(NC1CC1)C1CCC(=O)N(CCCc2ccccc2)C1 (stereo not drawn)
  KDM5B inhibitor = -3%
COc1ccc2c(Nc3cc(OC)c(OC)c(OC)c3)c(C#N)cnc2c1
  KDM5B inhibitor = -1%
O=C(c1n[nH]c(=O)c2ccccc12)N1CC2CC(C1)[C@H]1CCCC(=O)N1C2 (stereo partly drawn)
  KDM5B inhibitor = 7%
N#C/C(=C/c1c[nH]c2ccccc12)C(=O)N1CCCC1
  KDM5B inhibitor = -6%

More structures.
canonical_smiles	KDM5B inhibitor
CCOC(=O)Cc1csc(NC(=O)Cc2c(C)c3c(OC)cc(C)cc3oc2=O)n1	-176%
COc1ccc(CCNC(=O)CCCn2c(=O)c3ccccc3n(CC(=O)Nc3cc(Cl)ccc3C)c2=O)cc1OC	-20%
CCOC(=O)c1c(C)[nH]c(C)c1S(=O)(=O)NCC(=O)NCc1ccccc1C	1%
CC(CNC(=O)CCCNC(=O)C(C)(C)C)c1ccccc1 (stereo not drawn)	25%
CNC(=O)C1CCC(Cn2c(=O)c3sccc3n(CC(=O)N3CCCCC3C)c2=O)CC1 (stereo not drawn)	17%
O=C(Nc1cnc(-c2cccc(Cl)c2)nc1)c1ccc(F)cc1F	6%
C[C@H]1CN(C(=O)C2CCCC2)C[C@@H]1c1nc(-c2ccccc2)no1	3%
C=CCNCc1ccc(-c2ccc(C(=O)OC)cc2)o1	?

Further entries:
canonical_smiles	KDM5B inhibitor
Cc1ccc(-c2nc3ccccc3c(=O)n2O)cc1	?
Cc1c(CC(=O)NCCc2ccccc2)c(=O)oc2cc(O)ccc12	?
COc1cccc(N2CC(C(=O)N3CCC(C(=O)NCc4cccc(Cl)c4)C3)NC2=O)c1 (stereo not drawn)	-18%
Cc1ccccc1OC(=O)CSc1nnc(-c2ccc3c(c2)OCO3)o1	?
Clc1c(/C=N/Nc2ccccc2)sc2ccccc12	-19%
COc1ccccc1OCCNC(=O)c1ccc2c(c1)N(C)C1CCCCN1C2=O (stereo not drawn)	?
Fc1cc(Br)ccc1OCc1cc(-c2cccs2)on1	8%
COc1cccc(C(=O)N(Cc2cccc(Cl)c2)Cc2ccco2)c1	-20%

The list continues:
canonical_smiles	KDM5B inhibitor
N#CC(C(=O)CCOCc1ccccc1)c1ccc2ccccc2n1 (stereo not drawn)	7%
COCCN1CCC2(CCC1=O)CN(C(=O)NC(C)C)CCN2C (stereo not drawn)	9%
COc1ccc(C2(CNC(=O)c3ccccc3)CCOCC2)cc1	4%
Cc1c(C)n(C)c2ccc(C(=O)NCCCN3CCCCC3C)cc12 (stereo not drawn)	-22%
Clc1ccccc1C1(c2ccnc(NCc3ccncc3)n2)CCNCC1	-38%
COc1ccc(CNc2oc(/C=C/c3cc(OC)c(OC)c(OC)c3)nc2C#N)cc1	?
CNc1nc(SCC(=O)Nc2cc(C)on2)nc2ccccc12	7%
CN(C)c1ccc(CN2CCC3(COc4ccccc4C(=O)N3)C2)cc1 (stereo not drawn)	?

The list continues.
canonical_smiles	KDM5B inhibitor
Cc1cc(OCC(=O)N(Cc2ccc(N(C)C)cc2)Cc2ccco2)cc(C)c1Cl	?
COCc1cc(=O)n(CC(=O)Nc2cc(Cl)ccc2OC)c(N2CCOCC2)n1	-28%
Cc1ccc(C(=O)Nc2cccc(CCC(=O)N(C)C)c2)cc1	2%
CN1CCC(N[C@H]2C[C@@H](Cc3cc(CN(C)Cc4ccccc4)on3)C2(C)C)CC1	-18%[86.2 µM]
COc1ccc(NC(=O)C(=O)c2c(C)n(C)c3ccccc23)cc1OC	-1%
COc1ccc(N2CC(NC(=O)Cc3cccs3)CC2=O)cc1 (stereo not drawn)	-11%
Cc1ccc(CC(=O)NCc2nc(-c3ccccc3)no2)cc1	-7%
COc1ccc(-c2noc([C@@H]3CCCN3C(=O)c3ccco3)n2)cc1OC	16%

Another view of some results above.
| KDM5B inhibitor | mol |
| --- | --- |
| -1% | COc1ccc(NC(=O)C(=O)c2c(C)n(C)c3ccccc23)cc1OC |
| -11% | COc1ccc(N2CC(NC(=O)Cc3cccs3)CC2=O)cc1 (stereo not drawn) |

Remaining list, next part.
canonical_smiles	KDM5B inhibitor
Cn1c(=O)[nH]c(=O)c2c1nc(N1CCN(CCO)CC1)n2Cc1cccc(Br)c1	-10%
O=C(NCC1CN(Cc2ccncc2Cl)CC12CN(c1ccccc1)C2)c1ccccc1 (stereo not drawn)	-10%
Cn1c(N2CCN(C(=O)C[C@H]3NC(=O)c4ccccc4NC3=O)CC2)nc2ccccc21	5%
COc1cc2c(cc1OC)C(C[C@H]1CN(C(=O)Nc3cccc(C(C)=O)c3)CC[C@H]1CC(=O)O)=NCC2	28µM*
Cc1cccc(NC(=O)CN(C)Cc2coc(-c3ccccc3)n2)c1C	3%
O=C(Cn1nc2c(cc1=O)CCCC2)NCC1CCC(C(=O)O)CC1 (stereo not drawn)	4%
CCc1cccc2c(C(=O)COC(=O)c3ccccn3)c[nH]c12	4%
COC(=O)c1cc(S(=O)(=O)NCc2ccc(S(N)(=O)=O)cc2)oc1C	-8%

Next section:
canonical_smiles	KDM5B inhibitor
CCS(=O)(=O)N1CCC(Cc2nc(-c3cccnc3)n[nH]2)C1 (stereo not drawn)	2%
C[C@@H]1CN(C[C@@H]2CN(C(=O)c3ccsc3)C[C@@H]2CO)C[C@H](C)O1	23%
COc1ccccc1NC(=O)c1sc2nc(C)c(C(=O)Nc3ccc(C)cc3C)c(-c3cccs3)c2c1N	?
CC(C)c1ccc(NC(=O)c2ccc3c(Cl)c4c(nc3c2)CCC4)cc1	12%
C=CCN(CCc1ccccc1)C(=O)c1nn(C)c(=O)c2ccccc12	8%
O=C1NCCCN1C1CCN(Cc2cccnc2)CC1	-25%[86.2 µM]
Cn1cc(CCCC(=O)NCc2cccc(Br)c2)c2ccccc21	?
N#Cc1cccc(S(=O)(=O)N2CC(C(=O)NC3CCCCC3)C3(CCOCC3)C2)c1 (stereo not drawn)	-17%

Continued.
canonical_smiles	KDM5B inhibitor
CCCc1c(C(=O)Nc2ccc(N3CCOCC3)cc2)cnn1-c1ccccc1	-5%
O=C(CCCCCn1c(=O)[nH]c2ccccc2c1=O)NCc1ccc(Cl)cc1	-21%
COc1ccc(Cl)cc1C(=O)NCc1ccc(-c2nc3ncccc3o2)cc1	-3%
Cc1cccc(NC(=O)CSc2nc3ccccc3c3nc(CCc4c(C)n[nH]c4C)nn23)c1	-8%
O=C(O)c1cc(-c2ccncc2)nc2ccc(F)cc12	5%
CN1CC2(CCN(C(=O)c3ccccc3F)CC2)CC(c2ccccc2)C1=O (stereo not drawn)	-3%
O=C(CCCc1c[nH]c2ccccc12)Nc1ccc2ncccc2c1	1%
Cc1c(Cl)cccc1N1CC(c2nc3ccccc3n2C(C)C)CC1=O (stereo not drawn)	20%

Next section:
canonical_smiles	KDM5B inhibitor
Cn1cc(C(=O)N2CCC3(CC2)NCCc2c3[nH]c3ccccc23)cn1	?
CCSc1ccccc1C(=O)Nc1nc2cc(OC)c(OC)cc2c(=O)[nH]1	12%
COc1ccc(NC(=O)c2cc3c(s2)-c2c(C)cccc2OC3)cc1Cl	?
Cc1ccc(NC(=O)C2Cc3ccccc3O2)cc1S(N)(=O)=O (stereo not drawn)	25%
C#CC(CC)(CC)NC(=O)c1cc(Cl)c(OC)c(OC)c1	8%
Cc1ccc(C2Cn3nnc(-c4noc(-c5ccc(F)cc5)n4)c3CO2)cc1 (stereo not drawn)	-13%
COCCn1c(COc2ccccc2-c2ccccc2)n[nH]c1=S	-8%
Cc1ccc(-n2nnnc2SCc2ncc(-c3ccccc3)o2)c(C)c1	4%

(listing goes on)
canonical_smiles	KDM5B inhibitor
Cc1ccc(-c2cnc(CCC(=O)Nc3cccc(F)c3)o2)cc1C	?
Cn1cc(C(=O)NCC2CN([S+](=O)([O-])c3ccccc3Cl)CC23CN(c2ccccc2)C3)cn1 (stereo not drawn)	-7%
Cn1nc(C(=O)OCc2nc(-c3cccc(F)c3)no2)c2ccccc21	5%
O=C(NC[C@H]1COCc2nc3ccccc3n21)c1cccnc1	41%[activator][86.2 µM]
CC(C)NC(=O)NC(=O)CN(C)Cc1cccc(F)c1	22%
CCOC(=O)C1CCN(C(=O)c2cc(-c3cccc(OC)c3)n[nH]2)CC1	-7%
O=C(N[C@@H]1CN(Cc2ccc(F)cc2F)C[C@H]1CO)c1ccccc1	?
COc1cccc(NC(=O)c2cc[n+]([O-])cc2)c1	-8%

Further records.
canonical_smiles	KDM5B inhibitor
O=C(NCc1ccc2c(c1)OCCO2)N1CCN(S(=O)(=O)c2ccc(Cl)c(Cl)c2)CC1	16%
Cc1ccc(NC(=O)c2cc3c(cc2C)OCCCO3)cc1C	8%
Cn1c(CO[C@H]2CN(C(=O)c3cncnc3)C[C@H]2F)nc2ccccc21	-3%[86.2 µM]
Cc1ccc(-c2nnc(C3CN(C(=O)c4ccoc4)CC34CCOCC4)o2)cc1 (stereo not drawn)	-13%
Cc1sc(NC(=O)c2ccc(CN(C)C)cc2)nc1-c1ccc(Br)cc1	-5%
O=C(Nc1ccc(Br)cc1)c1ccc2c(c1)CCC2	6%
COCCCNC(=O)CCn1ccc2cc(S(=O)(=O)N3CCCCC3)ccc21	-20%
CCOCCOc1cccc(C(=O)N2C[C@H](C3CC3)[C@@H](N)C2)c1	-1%

Going on with the list:
canonical_smiles	KDM5B inhibitor
Cc1ccc(Cl)cc1NC(=O)Cn1cccc1-c1nc(-c2ccc(F)cc2)no1	1%
CCC(C(=O)N1CCN(c2ccccc2)CC1)n1nc(C)c2sc3ccccc3c2c1=O (stereo not drawn)	-15%
CCCCn1cc2c(c1-c1ccccc1Br)c(=O)n(C)c(=O)n2C	-27%
CNCc1ccc(N2CCCC2)cc1	?
O=C(Cn1c(=O)c2c(ncn2C2CCCC2)n(Cc2ccccc2)c1=O)NCc1ccco1	-8%
Cc1ccc(-n2nc(CO)c(C(=O)NCc3ccc4c(c3)OCO4)n2)cc1	-21%
CCOc1ccccc1NC(=O)COC(=O)C(Cc1ccccc1)NC(=O)c1ccco1 (stereo not drawn)	-14%
Cc1ccc(C(=O)NCC(=O)OCc2cc(=O)n3nc(C4CC4)sc3n2)cc1	2%

More structures
canonical_smiles	KDM5B inhibitor
COc1ccc(-c2nc3ccccc3n2Cc2ccc(C(C)C)cc2)cc1	?
O=C(NC1CCCc2ccccc21)c1csc2c1CCCC2 (stereo not drawn)	-5%
O=C(Cn1nc(-c2cccs2)c2ccccc2c1=O)NCCc1ccc(F)cc1	-6%
COc1ccc(-c2[nH]nc3ncc(C(=O)NCC4CCOCC4)nc23)c(C)c1	7%[86.2 µM]
COc1ccc(OC)c(NC(=O)Cn2c(-c3ccc(Cl)cc3)nc(C)cc2=O)c1	-12%
O=C(N/N=C/c1ccco1)c1csc2c1CCCC2	0%
Cc1ccc(N2CCN(c3nc(C(=O)O)cs3)CC2)cc1	0%
CC1CCN([C@@H]2[C@H](O)[C@H](CO)O[C@@H]2CNC(=O)c2cccc(F)c2)CC1	?

The closing three records of the section before lead into the next.
canonical_smiles	KDM5B inhibitor
O=C(N/N=C/c1ccco1)c1csc2c1CCCC2	0%
Cc1ccc(N2CCN(c3nc(C(=O)O)cs3)CC2)cc1	0%
CC1CCN([C@@H]2[C@H](O)[C@H](CO)O[C@@H]2CNC(=O)c2cccc(F)c2)CC1	?
CCc1sc(C(=O)OCC(=O)N2CCC(c3ccccc3)=N2)cc1C	-8%
Cc1ccc2nccc(C(=O)N3CCn4nc(C(=O)N5CCCC5)cc4C3)c2c1	-23%
CNC(=O)c1ccccc1NCC(=O)Nc1sc2c(c1C(=O)OC)CCCCC2	?
CCc1ccc(NC(=O)Cn2c(=O)n(-c3ccc(Cl)c(Cl)c3)c(=O)c3c(C)c(C)sc32)cc1	-21%
Cc1cc(=O)n(CC(=O)Nc2ccc(C(C)C)cc2)c(N2CCOCC2)n1	-5%
CC(=O)N1CCN(c2nc(-c3cccs3)nc3ccccc23)CC1	-2%
Cc1nc(-c2c3n(c(=O)n(CC(=O)NCc4ccc(Cl)cc4)c2=O)CCCCC3)no1	-9%
Cc1c(CN(C)C(=O)c2cc(-c3ccccc3)nc3ccc(Br)cc23)cnn1C	1%
O=S(=O)(NCc1ccc(F)cc1)c1ccc2[nH]c3c(c2c1)CCCCC3	?
O=C(CC[C@H]1NC(=O)c2ccccc2NC1=O)Nc1n[nH]c(CCC2CCCC2)n1	10%
CN(Cc1ccc2nsnc2c1)Cc1nc(Cc2cccc(F)c2)no1	29%

The list is partial, so the mix of outcomes need not match the whole.
